NadD block = inhibitors of S. aureus NadD, primary screen, biochemical, colorimetric, uHTS; purified NadD enzyme, colorimetric absorbance read-out; inhibition, % at 20 µM; actives 0.78% (n = 360,000); AID 602399, 2012; in the data active = inhibition above about 26%; also: some compounds past the cut are filed as inactive
CSN deneddyl inh = inhibitors of CSN-mediated cullin deneddylation, primary screen, biochemical, fluorescence polarization, uHTS | Purified CSN, SCF-Nedd8-OG deneddylation | actives 0.38% (n = 360,000) | inhibition, % at 12.5 µM;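 active = pattern-corrected inhibition above about 35%, with an unprinted fluorescence ratio check between 0.5 and 1.5, limit read from the data, passing the limit was not always enough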;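 also: 0% = enzyme with substrate and 100% = substrate without enzyme; some results filed as inactive read as strong as hits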
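assay system = purified human Csn5 enzyme expressed in HEK293T cells | amount = 0.24 nM enzyme | buffer or medium = Tris/NaCl/DTT buffer, pH 7.5 | reagent = 10 nM SCFSkp2-Nedd8OG | compound = one concentration, 12.5 µM, 0.25% DMSO | times = 90 min reaction at room temperature | signal = FP | read-out basis = % inhibition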
Rin1-Abl PPI inh = inhibitors of Rin1-Abl protein binding, primary screen, biochemical, TR-FRET. Tyrosine-protein kinase ABL1 (Homo sapiens) + Ras and Rab interactor 1 (Homo sapiens), …. inhibition, % at 7.35 µM. actives 0.4% (n = 360,000). AID 588664, 2011; in the data active = inhibition above about 5%, passing the limit was not always enough
DNMT1 block = human DNMT1 methyltransferase inhibitors, primary screen, biochemical, molecular beacon, fluorescence, HinP1I cleavage, uHTS. DNA (cytosine-5)-methyltransferase 1 (Homo sapiens), P26358. AID 588458, 2011. actives 0.83% (n = 360,000). inhibition (reported as % activation of signal), % at 10 µM; in the data active = inhibition above about 50%
Scp-1 inhibitor = Scp-1 phosphatase inhibitors, primary screen, biochemical, colorimetric, uHTS; actives 0.88% (n = 340,000); Recombinant Scp1, phosphopeptide, malachite green phosphate absorbance; Carboxy-terminal domain RNA polymerase II polypeptide A small phosphatase 1 (Homo …; AID 493091, 2011; inhibition, % at 20 µM;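 active = inhibition above about 50% at 20 µM, limit read from the data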;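 also: plate controls were DMSO wells with enzyme for no effect and wells lacking enzyme for full effect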
Target sequence (Q9GZU7 76-261 limits assumed): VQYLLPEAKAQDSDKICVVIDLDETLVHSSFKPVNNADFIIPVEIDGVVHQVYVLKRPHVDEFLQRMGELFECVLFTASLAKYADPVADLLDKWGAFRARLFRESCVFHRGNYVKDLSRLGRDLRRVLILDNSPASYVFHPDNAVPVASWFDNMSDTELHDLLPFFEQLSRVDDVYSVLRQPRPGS
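Test system: SCP-1 phosphatase catalytic domain, residues 76-261 | Compound dosing: One concentration, 20 µM, with 1.0% DMSO | Schedule: 45 min room-temperature reaction, 5 min colour, 30 min stabiliser | Detection: Absorbance at 630 nm | Read-out basis: % inhibition of SCP-1 phosphate liberation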
Neddylation inh = inhibitors of cullin neddylation, primary screen, biochemical, TR-FRET, uHTS, NAE and Ubc12. AID 651699, 2012. actives 0.58% (n = 360,000). calls only at 25 µM; in the data active = inhibition above about 36%
Target sequence (P61081 whole entry, looked up): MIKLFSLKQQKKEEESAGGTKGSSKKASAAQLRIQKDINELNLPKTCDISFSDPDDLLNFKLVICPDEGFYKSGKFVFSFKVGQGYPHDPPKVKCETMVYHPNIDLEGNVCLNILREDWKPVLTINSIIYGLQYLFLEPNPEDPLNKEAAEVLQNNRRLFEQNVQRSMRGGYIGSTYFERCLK
Target sequence (Q13564 whole entry, looked up): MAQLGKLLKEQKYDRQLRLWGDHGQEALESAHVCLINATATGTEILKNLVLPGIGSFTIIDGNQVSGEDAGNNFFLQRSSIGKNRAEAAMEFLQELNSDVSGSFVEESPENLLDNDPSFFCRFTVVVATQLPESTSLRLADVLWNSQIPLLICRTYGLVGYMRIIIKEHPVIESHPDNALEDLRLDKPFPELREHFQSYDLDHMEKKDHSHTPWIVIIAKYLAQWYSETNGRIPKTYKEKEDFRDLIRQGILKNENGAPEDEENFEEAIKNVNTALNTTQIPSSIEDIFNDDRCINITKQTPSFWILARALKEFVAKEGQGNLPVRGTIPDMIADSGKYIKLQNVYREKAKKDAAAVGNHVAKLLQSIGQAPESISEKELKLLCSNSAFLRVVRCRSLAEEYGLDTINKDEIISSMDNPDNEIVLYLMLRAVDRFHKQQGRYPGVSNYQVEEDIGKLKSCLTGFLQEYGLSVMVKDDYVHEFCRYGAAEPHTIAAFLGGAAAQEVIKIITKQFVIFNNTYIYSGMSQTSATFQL
LMPTP inh = LMPTP phosphatase inhibitors, primary screen, biochemical, fluorescence intensity, uHTS | inhibition, % at 20 µM | recombinant LMPTP-A, OMFP fluorogenic substrate | actives 0.22% (n = 360,000) | Low molecular weight phosphotyrosine protein phosphatase (Homo sapiens), P24666;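 active = compounds that cut the enzyme signal by at least half of the control window in the single-dose screen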;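 also: plate controls were DMSO wells with enzyme plus substrate for no effect and substrate without enzyme for full effect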
Target sequence (P24666 whole entry, looked up): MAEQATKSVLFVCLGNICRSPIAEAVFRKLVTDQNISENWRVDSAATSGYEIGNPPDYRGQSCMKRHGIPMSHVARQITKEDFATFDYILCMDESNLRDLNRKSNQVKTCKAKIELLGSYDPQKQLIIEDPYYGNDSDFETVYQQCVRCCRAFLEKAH
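Buffer or medium: Bis-Tris pH 6.0, DTT, detergent; Assay system: LMPTP-A enzyme; Quantity: 0.625 nM enzyme; Detection: endpoint fluorescence intensity; Times: 50 min dark incubation at room temperature; Controls: substrate-only low control, DMSO enzyme-plus-substrate high control; Doses: single 20 µM dose; Read-out: percent inhibition versus substrate-only and uninhibited controls; Reagent: 400 µM OMFP.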
Rpn11 block = Rpn11 (PSMD14) deubiquitinase inhibitors, primary screen, biochemical, fluorescence polarization, uHTS; actives 0.59% (n = 360,000); calls only at 20 µM; human 26S proteasome, Ub4-pepOG fluorescence polarization; 20S core pre-blocked with epoxomicin; 26S proteasome non-ATPase regulatory subunit 14 (Homo sapiens), O00487;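 active = inhibition at 20 µM, scaled to each plate's controls, above about 33%, limit read from the data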
SUMO1 PPI mod = modulators of SUMO1 protein-protein interactions, primary screen, biochemical, uHTS | Small ubiquitin-related modifier 1 (Homo sapiens), P63165 | SUMO1 binding to a labelled peptide, TR-FRET, 1 h | inhibition, % at 20 µM | actives 0.33% (n = 360,000) | AID 602429, 2012; in the data active = inhibition above about 37%
STEP block = STEP phosphatase inhibitors, primary screen, biochemical, fluorescence intensity, uHTS | Tyrosine-protein phosphatase non-receptor type 5 (Homo sapiens), P54829 | recombinant STEP, OMFP fluorogenic substrate | inhibition, % at 20 µM | actives 0.25% (n = 360,000);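 active = inhibition at 20 µM, scaled per plate between control wells, above about 37%, limit read from the data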;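 also: 0% = DMSO with enzyme and substrate and 100% = substrate only without enzyme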
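Material: STEP (striatal-enriched tyrosine phosphatase) enzyme, cell-free; Compound dosing: 20 µM single dose in 1% DMSO; Technique: fluorescence read at 480 nm ex / 540 nm em; Times: reaction 20 min, ambient temperature; Medium: 50 mM Bis-Tris pH 6.0 with 2.5 mM DTT and 0.005% Tween 20; Also added: OMFP at 25 µM.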
Starred values were filed as active, the others as inactive.

For Cc1ccc(Nc2nc(NCCCN3CCOCC3)nc(N)c2[N+](=O)[O-])cc1C the results were NadD block -6, CSN deneddyl inh 6, Rin1-Abl PPI inh -6, DNMT1 block 6, Scp-1 inhibitor -17, Neddylation inh inactive, LMPTP inh -1.1, Rpn11 block inactive, SUMO1 PPI mod -13 and STEP block -1.
`O=C(/C(=C(/[O-])c1ccccc1)[n+]1ccccc1)c1ccc([N+](=O)[O-])cc1` gave NadD block -1, CSN deneddyl inh 7, Rin1-Abl PPI inh -1, DNMT1 block -2, Scp-1 inhibitor -11, Neddylation inh inactive, LMPTP inh -4.6, Rpn11 block inactive, SUMO1 PPI mod -16 and STEP block -4.
`COc1ccc(N(CC(=O)Nc2ccc3c(c2)OCO3)S(=O)(=O)c2ccccc2)c(OC)c1` gave NadD block -10, CSN deneddyl inh -1, Rin1-Abl PPI inh 2, DNMT1 block -10, Scp-1 inhibitor -10, Neddylation inh inactive, LMPTP inh 1.0, Rpn11 block inactive, SUMO1 PPI mod 5 and STEP block 3.
For COc1ccccc1N(C(=O)CNC(=O)c1ccco1)C(C(=O)NC1CCCC1)c1ccncc1 (stereo not given) the results were NadD block -4, CSN deneddyl inh 1, Rin1-Abl PPI inh -2, DNMT1 block 1, Scp-1 inhibitor -5, Neddylation inh inactive, LMPTP inh -0.9, Rpn11 block inactive, SUMO1 PPI mod -1 and STEP block 2.
Screening CCOC(=O)N(C)c1c(CC)nc2c(OCc3ccc(F)cc3)cccn12 returned NadD block 4, CSN deneddyl inh 0, Rin1-Abl PPI inh -6, DNMT1 block -6, Neddylation inh inactive, LMPTP inh 0.2, Rpn11 block inactive, SUMO1 PPI mod 1 and STEP block -2.
`O=C1CCC(/C=C/c2ccccc2)=NN1Cc1ccc(Cl)c(Cl)c1` gave NadD block -3, CSN deneddyl inh 0, Rin1-Abl PPI inh 0, DNMT1 block -10, Scp-1 inhibitor -11, Neddylation inh inactive, LMPTP inh 3.4, Rpn11 block inactive, SUMO1 PPI mod -2 and STEP block 0.
Cc1cnc([N+](=O)[O-])n1CCOC(=O)NC(=O)c1ccc(C(F)(F)F)cc1 was read as NadD block -2, CSN deneddyl inh -2, Rin1-Abl PPI inh 3, DNMT1 block -2, Scp-1 inhibitor 0, Neddylation inh inactive, LMPTP inh -0.3, Rpn11 block inactive, SUMO1 PPI mod -13 and STEP block 2.
Screening O=C(NS(=O)(=O)Oc1ccc(F)cc1F)OC[C@@H]1CCCN2CCCCC12 (stereo not given in full) returned NadD block -3, CSN deneddyl inh -3, Rin1-Abl PPI inh 2, DNMT1 block -1, Scp-1 inhibitor -1, Neddylation inh inactive, LMPTP inh -1.0, Rpn11 block inactive, SUMO1 PPI mod -3 and STEP block -4.
Screening CCn1nc(NC(=O)c2ccco2)c2cc3cc(C)ccc3nc21 returned NadD block -3, CSN deneddyl inh 8, Rin1-Abl PPI inh -1, DNMT1 block -6, Scp-1 inhibitor -7, LMPTP inh 1.7, Rpn11 block inactive, SUMO1 PPI mod -21 and STEP block 2.
COc1ccc(S(=O)(=O)NCc2ccccn2)cc1OC was read as NadD block -22, CSN deneddyl inh 1, Rin1-Abl PPI inh 4, DNMT1 block 0, Scp-1 inhibitor -9, Neddylation inh inactive, LMPTP inh -2.2, Rpn11 block inactive, SUMO1 PPI mod 0 and STEP block -2.
For COc1cc(OC)c(C2=NOC(C(=O)NCCc3ccccc3)C2)cc1Cl (stereo not given) the results were NadD block -4, CSN deneddyl inh -3, Rin1-Abl PPI inh 2, DNMT1 block -2, Scp-1 inhibitor -3, Neddylation inh inactive, LMPTP inh -2.1, Rpn11 block inactive, SUMO1 PPI mod 1 and STEP block -3.
Screening COc1cccc(NC(=S)N2CCCC2)c1 returned NadD block 3, CSN deneddyl inh -6, Rin1-Abl PPI inh -2, DNMT1 block -4, Scp-1 inhibitor -8, Neddylation inh inactive, LMPTP inh 0.6, Rpn11 block inactive, SUMO1 PPI mod -5 and STEP block -1.
Screening Cc1ccc2nc(C)c(C(=O)N/N=C/c3ccc(C(=O)O)cc3)cc2c1 returned NadD block -3, CSN deneddyl inh -7, Rin1-Abl PPI inh 2, DNMT1 block 0, Scp-1 inhibitor -5, Neddylation inh inactive, LMPTP inh -1.6, Rpn11 block inactive, SUMO1 PPI mod -7 and STEP block 3.
For CCC(C)NC(=O)CCc1c(C)nc2nc(-c3cc(OC)cc(OC)c3)nn2c1C (stereo not given) the results were NadD block -5, CSN deneddyl inh 3, Rin1-Abl PPI inh 4, DNMT1 block -1, Scp-1 inhibitor -4, Neddylation inh inactive, LMPTP inh -0.6, Rpn11 block inactive, SUMO1 PPI mod 5 and STEP block 4.
Screening COc1ccc(/C=C2\SC(=O)N(CCC(=O)NCCCn3ccnc3)C2=O)cc1 returned NadD block 3, CSN deneddyl inh -3, Rin1-Abl PPI inh -6, DNMT1 block -4, Scp-1 inhibitor -10, Neddylation inh inactive, LMPTP inh 0.9, Rpn11 block inactive, SUMO1 PPI mod -28 and STEP block 1.
`COC(=O)c1cc(=O)nc(NN=Cc2ccco2)s1` gave NadD block 2, CSN deneddyl inh -3, Rin1-Abl PPI inh -3, DNMT1 block 13, Neddylation inh inactive, LMPTP inh 2.4, Rpn11 block inactive, SUMO1 PPI mod -18 and STEP block -1.
Screening Cn1c(=O)c2cc(NC(=S)NC3CC3)ccc2n1Cc1ccc(F)cc1 returned NadD block 6, CSN deneddyl inh -5, Rin1-Abl PPI inh 0, DNMT1 block -6, LMPTP inh -0.3, Rpn11 block inactive, SUMO1 PPI mod 7 and STEP block 1.
`O=C(NC1CCCC1)C(c1ccncc1)N(C(=O)Cc1cccs1)c1ccccc1` (stereo not given) gave NadD block -2, CSN deneddyl inh -3, Rin1-Abl PPI inh -22, DNMT1 block 0, Scp-1 inhibitor -3, Neddylation inh inactive, LMPTP inh -1.1, Rpn11 block inactive, SUMO1 PPI mod -4 and STEP block 2.
`O=C1NC[C@@H](CCCCN2CCN(CCc3ccccc3)C(=O)C2=O)N(CC2CCCCC2)C1=O` gave NadD block -1, CSN deneddyl inh -7, Neddylation inh inactive, LMPTP inh -0.5 and SUMO1 PPI mod 6.
Screening C=CCN(C(=O)CNC(=O)c1ccco1)C(C(=O)NC1CCCCC1)c1ccccc1F (stereo not given) returned NadD block -2, CSN deneddyl inh 7, Rin1-Abl PPI inh -3, DNMT1 block 0, Scp-1 inhibitor -8, Neddylation inh inactive, LMPTP inh 0.0, Rpn11 block inactive, SUMO1 PPI mod -1 and STEP block 0.

Taken from the entries so far for reference:
For Cc1ccc(Nc2nc(NCCCN3CCOCC3)nc(N)c2[N+](=O)[O-])cc1C the results were NadD block -6, CSN deneddyl inh 6, Rin1-Abl PPI inh -6, DNMT1 block 6, Scp-1 inhibitor -17, Neddylation inh inactive, LMPTP inh -1.1, Rpn11 block inactive, SUMO1 PPI mod -13 and STEP block -1.
`O=C(/C(=C(/[O-])c1ccccc1)[n+]1ccccc1)c1ccc([N+](=O)[O-])cc1` gave NadD block -1, CSN deneddyl inh 7, Rin1-Abl PPI inh -1, DNMT1 block -2, Scp-1 inhibitor -11, Neddylation inh inactive, LMPTP inh -4.6, Rpn11 block inactive, SUMO1 PPI mod -16 and STEP block -4.
`COc1ccc(N(CC(=O)Nc2ccc3c(c2)OCO3)S(=O)(=O)c2ccccc2)c(OC)c1` gave NadD block -10, CSN deneddyl inh -1, Rin1-Abl PPI inh 2, DNMT1 block -10, Scp-1 inhibitor -10, Neddylation inh inactive, LMPTP inh 1.0, Rpn11 block inactive, SUMO1 PPI mod 5 and STEP block 3.

More entries follow:
Screening CCOc1cc(C2Nc3ccccc3C(=O)N2c2ccccc2)c(Br)cc1OCC(=O)O (stereo not given) returned NadD block -1, CSN deneddyl inh -19, Rin1-Abl PPI inh -51, DNMT1 block 0, Scp-1 inhibitor 1, LMPTP inh 0.0, Rpn11 block inactive, SUMO1 PPI mod 1 and STEP block 1.
`O=C(COC(=O)C1COc2ccccc2O1)NC(=O)Nc1ccc2c(c1)OCCO2` (stereo not given) gave NadD block -4, CSN deneddyl inh 2, Rin1-Abl PPI inh -1, DNMT1 block 0, Scp-1 inhibitor -3, Neddylation inh inactive, LMPTP inh -0.5, Rpn11 block inactive, SUMO1 PPI mod 4 and STEP block -7.
COc1ccc(CC(=O)OCC(=O)N2CCN(S(=O)(=O)c3ccc(C)cc3C)CC2)cc1OC was read as NadD block -6, CSN deneddyl inh -1, Rin1-Abl PPI inh 0, DNMT1 block 1, Scp-1 inhibitor -8, Neddylation inh inactive, LMPTP inh 3.2, Rpn11 block inactive, SUMO1 PPI mod 2 and STEP block 1.
For CCn1cc(C(=O)OCC(=O)c2cc(C)n(-c3ccc(OC(F)F)cc3)c2C)c(=O)c2ccc(C)nc21 the results were NadD block 10, CSN deneddyl inh -7, Rin1-Abl PPI inh -3, DNMT1 block -5, Scp-1 inhibitor 4, Neddylation inh inactive, LMPTP inh 5.1, Rpn11 block inactive, SUMO1 PPI mod 10 and STEP block 5.
CCC(ONc1ccccc1C(F)(F)F)(C(=O)NN(C)C)c1ccccc1 (stereo not given) was read as NadD block 2, CSN deneddyl inh 3, Rin1-Abl PPI inh 3, DNMT1 block -17, Scp-1 inhibitor 5, Neddylation inh inactive, LMPTP inh 1.4, Rpn11 block inactive, SUMO1 PPI mod -2 and STEP block 1.
O=C(Nc1ccn(Cc2c(F)c(F)cc(F)c2F)n1)c1cccc(Cn2cc([N+](=O)[O-])cn2)c1 was read as NadD block 1, CSN deneddyl inh 4, Rin1-Abl PPI inh 1, DNMT1 block -5, Scp-1 inhibitor 0, Neddylation inh inactive, LMPTP inh 0.2, Rpn11 block inactive, SUMO1 PPI mod -5 and STEP block 0.
NC(=O)Cn1c(=O)n(CCc2ccccc2)c(=O)c2c3c(sc21)CCCC3 was read as NadD block -7, CSN deneddyl inh -1, Rin1-Abl PPI inh 2, DNMT1 block 6, Scp-1 inhibitor -2, Neddylation inh inactive, LMPTP inh -0.6, Rpn11 block inactive, SUMO1 PPI mod 0 and STEP block -2.

Hits appear at their usual frequency. Share with any hit: about 3.8%.
